Shiga toxin inh: blocks Shiga toxin action in Vero cells; Vero cells, Shiga toxin protein synthesis inhibition reporter; inhibition, % at 38.7 µM; hit rate 9.2% among 290,000; in the data active means inhibition mostly above about 28%, no sharp cut-off; inactive means mostly below about 43%; further: 0% is about no effect
LmPK inhibitor: blocks Leishmania mexicana pyruvate kinase activity | purified LmPK, Kinase-Glo ATP luminescence, 1 h | Q27686 | hit rate 0.37% among 290,000 | Potency, µM (top dose mostly 57.5 µM), inactives show at the highest dose activity change, negative = inhibition, actives largely listed as inhibitors; further: potency means the concentration at half of the fitted maximal effect; on the % scale 0 is the no-effect control and ±100 the full control effect
Target sequence (Q27686 whole entry, looked up): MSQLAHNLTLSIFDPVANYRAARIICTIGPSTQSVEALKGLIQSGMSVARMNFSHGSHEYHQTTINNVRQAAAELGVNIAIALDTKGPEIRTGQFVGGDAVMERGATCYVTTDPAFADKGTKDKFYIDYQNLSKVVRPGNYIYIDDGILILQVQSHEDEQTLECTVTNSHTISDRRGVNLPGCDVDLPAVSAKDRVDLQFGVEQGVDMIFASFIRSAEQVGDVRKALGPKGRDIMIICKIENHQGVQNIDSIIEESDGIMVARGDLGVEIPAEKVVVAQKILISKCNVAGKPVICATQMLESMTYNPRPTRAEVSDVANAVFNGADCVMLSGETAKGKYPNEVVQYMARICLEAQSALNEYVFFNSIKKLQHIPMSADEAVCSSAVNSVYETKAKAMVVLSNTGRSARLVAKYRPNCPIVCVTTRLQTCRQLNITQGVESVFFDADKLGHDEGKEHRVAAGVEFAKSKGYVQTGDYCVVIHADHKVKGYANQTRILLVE
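In 50 mM imidazole pH 7.2 with 7 mM MgCl2, LmPK (0.1 nM) turned over PEP (0.5 mM) and ADP (0.1 mM) for 1 h at room temperature. Luciferase read-out of ATP.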
Cycloheximide cs: counter-screen hit for Shiga toxin inhibitors, cycloheximide; max response, %; hit rate 12% among 300,000; cell reporter, cycloheximide protein synthesis inhibition counterscreen; in the data active means max response mostly above about 13%, no sharp cut-off; inactive means mostly below about 14%; further: read at 38.3 µM for the half of the compounds with a filed dose; 0% is about no effect
Pf growth 48h: P. falciparum growth inhibition at 48 hours (one generation); P. falciparum luciferase growth in erythrocytes, 48 h; hit rate 5.9% among 310,000; AID 504832; Potency, µM (highest dose often 28.7 µM), inactives show top-dose activity change, negative = inhibition, actives largely listed as inhibitors; further: potency means the concentration at half of the fitted maximal effect; on the % scale 0 is the no-effect control and ±100 the full control effect
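In quantitative HTS format, infected erythrocytes bearing luciferase-reporter parasites were treated for a single generation at 37 C. Luminescence after adding detection reagent served as the growth measure.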
AMA1-RON2 inh: inhibitors of Plasmodium falciparum AMA1-RON2 interaction. Potency, µM (titrated, usually from 58.2 µM), inactives show at the top dose activity change, negative = inhibition, actives largely listed as inhibitors. AlphaScreen AMA1-biotinylated RON2 peptide binding. AID 720542. hit rate 0.2% among 360,000;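 further: potency means the concentration at half of the fitted maximal effect; 0% = vehicle wells and -100% = peptide control; nearly all actives have a fitted effect of over 45% in size; some results filed as inactive show a strong effect at the top dose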
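AMA1 (3D7) with his tag at 25 nM final met compounds first, then biotinylated RON2 peptide at 25 nM; detection used donor plus acceptor beads, 10 µg/mL apiece, read by AlphaScreen after 30 min at room temperature.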
Pf growth 96h: inhibits malaria parasite growth, 96 h | AID 504834 | Potency, µM (highest dose often 28.7 µM), for the others: at the top dose activity change, negative = inhibition, hits mostly inhibitors | hit rate 6.9% among 320,000 | P. falciparum luciferase reporter growth, 96 h; further: potency means the concentration at half of the fitted maximal effect; on the % scale 0 is the no-effect control and ±100 the full control effect
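Infected RBCs, 2% Hct / 0.05% parasitemia final; luciferase-reporter P. falciparum; cpd 96 h, 37 C, 5% CO2; luciferase detection reagent; luminescence.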
Tb PYK inh: inhibitors of Trypanosoma brucei pyruvate kinase. TbPYK enzyme, Kinase-Glo Plus ATP luminescence, 45 min. AID 624173. Potency, µM (top dose mostly 76.8 µM), for the others: at the top dose activity, negative = inhibition, most hits filed as inhibitors. hit rate 0.12% among 410,000; further: potency means the concentration at half of the fitted maximal effect; on the % scale 0 is the no-effect control and ±100 the full control effect; nearly all actives have a fitted effect of over 50% in size
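Enzyme and substrate buffer are dispensed first and compound is pin-transferred. ADP at 130 uM final then starts the reaction, which runs 45 min at room temperature. Detection reagent is added for 10 min before luminescence is imaged.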
* hit, by the source's call; ? = inconclusive; . = no result given; & = joins results of further samples; [ ] = dose if it differs, or a comment. Unless noted, the call rests on the fitted dose curve; in most records, active means well fitted curve in the direction sought with a large enough effect; inconclusive means small, poorly fitted or top-dose-only effect, or another doubt; inactive means no such curve, though single readings can be large; an effect the other way counts as inactive or inconclusive. The order is random (roughly 21% active in at least one column).

Preview, five compounds:
SMILES	Shiga toxin inh	LmPK inhibitor	Cycloheximide cs	Pf growth 48h	AMA1-RON2 inh	Pf growth 96h	Tb PYK inh
COc1ccc(-n2c(N3CCN(C)CC3)nc3sc4c(c3c2=O)CCCCC4)cc1	27	9%	16	-24%	-1%	8%[5.75 µM]	4%
O=c1[nH]c2cc3c(cc2cc1CN(CCN1CCOCC1)C(=S)NCC1CCCO1)OCO3 (centres undefined)	-13	-4%	6	-19%	2%	6%	-2%
O=P(/C(=N/O)N1CCCCC1)(N1CCOCC1)N1CCOCC1	12	-1%	-2	8%	35%[activator]	23%	1%
O=C(COc1ccccc1)Nc1ccccc1C(=O)NCc1ccco1	3	6%	12	.	-22%	-27%	-21%
O=C(c1cc2nc(C3CC3)cc(C(F)(F)F)n2n1)N1CCCC1	21	-4%	9	-7%	-2%	.	1%

The whole of this part, from the first entry:
SMILES	Shiga toxin inh	LmPK inhibitor	Cycloheximide cs	Pf growth 48h	AMA1-RON2 inh	Pf growth 96h	Tb PYK inh
COc1ccc(-n2c(N3CCN(C)CC3)nc3sc4c(c3c2=O)CCCCC4)cc1	27	9%	16	-24%	-1%	8%[5.75 µM]	4%
O=c1[nH]c2cc3c(cc2cc1CN(CCN1CCOCC1)C(=S)NCC1CCCO1)OCO3 (centres undefined)	-13	-4%	6	-19%	2%	6%	-2%
O=P(/C(=N/O)N1CCCCC1)(N1CCOCC1)N1CCOCC1	12	-1%	-2	8%	35%[activator]	23%	1%
O=C(COc1ccccc1)Nc1ccccc1C(=O)NCc1ccco1	3	6%	12	.	-22%	-27%	-21%
O=C(c1cc2nc(C3CC3)cc(C(F)(F)F)n2n1)N1CCCC1	21	-4%	9	-7%	-2%	.	1%
COc1ccc(C2C(C#N)=C(N)Oc3c2c(C)nn3-c2ccccc2)cc1Cn1nc(C)c([N+](=O)[O-])c1C (centres undefined)	-6	-4%	-5	?	-14%	?	4%
O=C(c1ccccc1)c1ccc(OCC(O)CNC2CCCc3ccccc32)cc1 (centres undefined)	-10	-2%	-9	?	-3%	10µM*	0%
O=C(COc1ccc(Br)cc1)NCCNC(=O)c1cccnc1	-8	-8%	-2	-7%	-6%	5%	-1%
COc1ccc(-c2nc(NC(=O)c3nc4nccc(C)n4n3)sc2C)cc1	-10	1%	10	-8%	76%[activator]	?	1%
Cn1c(O)c(C=Nc2cccc(C(F)(F)F)c2)c(=O)n(C)c1=O	-2	-1%	-4	6%	-9%	33%[activator]	-7%
Cc1ccc(NC(=S)N/N=C2/CCCc3c(C)cc(C)cc32)cc1	-5	-1%	-2	.	81%[activator]	-20%	-4%
CC(=O)c1ccccc1NC(=O)CC1(CC(=O)O)CCCCC1	-4	1%	-1	9%	18%	5%	0%
Cc1ccc2nc(C)cc(C(=O)N3CCCC(CO)(Cc4ccccc4C)C3)c2c1 (centres undefined)	27	0%	7	?	-4%	?	-2%
COc1ccccc1C(=O)NCCC(=O)NC1CCCCC1C (centres undefined)	.	.	.	6%	16%	21%	-2%
CCOC(=O)Cn1cc(/C=C/[N+](=O)[O-])c2ccccc21	-6	-2%	-3	?	-1%	49%[activator]	-4%
CCOC(=O)N[C@H](Cc1c[nH]c2ccccc12)C(=O)NC1CC1	-6	-6%	-1	30%[activator]	3%	-9%	0%
COc1cccc(CNc2ccc(F)c(Cl)c2)c1O	-7	4%	-3	?	-10%	-2%	-7%
O=C(CCC(=O)OCC(=O)c1ccc(Cl)cc1Cl)Nc1cccc2cccnc12	-14	3%	-5	1%	7%	3%	0%
Cc1c(C)c2ccc(OC(C)C(=O)NCc3ccccn3)cc2oc1=O (centres undefined)	8	-1%	-2	37%[activator]	79%[activator]	2%	1%
COc1ccccc1N1CCN(Cc2ccccc2Cl)CC1	-16	-2%	-1	.	-24%	?	18%
COc1cccc(/C=C/C(=O)OCC(=O)NCCC2=CCCCC2)c1	24	4%	6	25%[5.75 µM]	7%	12%	-15%
O=c1c(Cc2ccc(F)cc2)c(O)ccn1CC1CCCO1 (centres undefined)	-3	-3%	6	8%	-5%	81%[activator]	3%
NS(=O)(=O)c1ccc(CNC(=S)Nc2ccc(F)c(Cl)c2)cc1	-11	3%	7	33%[activator]	0%	?	-2%
COc1cc(S(=O)(=O)Nc2cc(C)cc(C)c2)ccc1F	-9	1%	-3	9%	-5%	-8%	-9%
CC(CCc1ccccc1)NC(=O)CNC(=O)COc1ccccc1 (centres undefined)	-10	-3%	-4	4%	-8%	2%	0%
C(=N\Nc1nc2ccccc2s1)/c1cccs1	103*	-19%	50*	2%	26%	7%	0%
N#CCSc1nnc(Cc2cccs2)n1C1CCCCC1	-13	9%	-6	?	7%	?	-13%
Cc1cc(C(=O)COC(=O)CNC(=O)c2ccc(Cl)c(Cl)c2)c(C)n1Cc1ccco1	14	1%	-2	15%	-7%	16%	2%
Cc1cc(/C=C(\C#N)C(=O)NCCc2c[nH]c3ccccc23)c(C)n1C	-2	-3%	-2	-39%	-4%	?	1%
CC(=O)c1ccc2oc3ccccc3c(=O)c2c1	17*	-3%	15	78%[activator]	-1%	131%[activator]	-4%
BrC(=C\c1ccccc1)/C=N/N1CCN(Cc2ccccc2)CC1	13	7%	22*	-13%	-11%	51%[activator]	-3%
CCCC(=O)NC(=S)Nc1ccc(NC(=O)C(C)C)c(OC)c1	2	-3%	0	12%	1%	?	-3%
CCOC(=O)N1CCC(NC(=O)Cn2cccc2C(=O)c2ccccc2)CC1	-6	2%	-3	-1%	-11%	4%	0%
COc1c(C)cc(Br)cc1C(=O)Nc1ccc(Cc2ccncc2)cc1	-11	-1%	-5	?	-16%	-2%	-3%
CC1(C)Cc2ccccc2-c2nnc(SCC(=O)N3CCc4ccccc43)n21	2	-5%	1	14%	-18%	34%[activator]	3%
COCCN(C(=O)COC(=O)c1oc2ccc(OC)cc2c1C)c1c(N)n(Cc2ccccc2)c(=O)[nH]c1=O	-3	-8%	1	?	-1%	?	-2%
Cc1cccc(NC(=O)c2cc(-c3cc(C)cc(C)c3O)n[nH]2)c1	40*	1%	13*	?	140%[activator]	?	5%
CCCNC(=O)c1nn2cc(Br)cnc2c1Br	4	0%	17	7%	-15%	?	-2%
O=[N+]([O-])c1ccc(S(=O)(=O)N2CCN=C2SCc2cccnc2)cc1	-1	1%	15	-17%	26%	3%	-2%
C/C(CCN1CCCCc2nc(C)c(C)cc21)=N\O[C@@H](C)c1cn([C@H](CO)Cc2ccccc2)nn1	-11	5%	-4	?	.	?	.

2 compounds from above, reduced to Shiga toxin inh.
molecule	Shiga toxin inh
COc1cccc(/C=C/C(=O)OCC(=O)NCCC2=CCCCC2)c1	24
Cc1cc(C(=O)COC(=O)CNC(=O)c2ccc(Cl)c(Cl)c2)c(C)n1Cc1ccco1	14

Following part.
SMILES	Shiga toxin inh	LmPK inhibitor	Cycloheximide cs	Pf growth 48h	AMA1-RON2 inh	Pf growth 96h	Tb PYK inh
O=C(Cc1ccccc1)Nc1c(C(=O)N2CCCCCC2)cnn1-c1ccccc1	-7	7%	-2	1%	-8%	-11%	-2%
CC(C)Cn1c2c(c(O)c(C(=O)Nc3nccs3)c1=O)CCCC2	-9	-1%	-1	-3%	26%	-12%	1%
O=C(Nc1cccc(F)c1)C1CCCN(S(=O)(=O)c2cnc[nH]2)C1 (centres undefined)	-7	-9%	-10	16%	-6%	9.3µM*	8%
CCOc1ccccc1N(CC(=O)NC1CCCCC1)S(=O)(=O)c1ccc(C)cc1	-6	2%	2	12µM*	-2%	24%	0%
C#CCOCCOCCOCCNc1nc(N2CCN(C(=O)C([C@@H](C)CC)n3cc(C(N)CO)nn3)CC2)nc(N2CCN(C(=O)[C@H](CCC(=O)O)n3cc(C(N)[C@H](C)CC)nn3)CC2)n1 (some centres undefined)	-2	4%	-3	50%[activator]	.	93%[activator]	.
Cc1ccccc1/C=C\c1nc2ccccc2c(=O)n1Cc1ccccc1	-3	-1%	0	-20%	6%	49%[activator]	-5%
O=C(O)CCN1C(=O)C2C3C=CC(C3)C2C1=O (centres undefined)	2	3%	2	-4%	23%	?	1%
O=C(COC(=O)CN1C(=O)C2CCCCC2C1=O)NNC(=O)c1ccc(Cl)cc1 (centres undefined)	.	.	.	?	48%[activator]	0%	4%
COc1ccc(-c2nnc(SCC(=O)NC(=O)Cc3ccccc3)n2C)cc1	.	.	.	-3%	11%	-17%	-19%
COc1cccc(-c2cc(C(=O)N3CCN(c4ccccc4OC)CC3)no2)c1	-5	0%	7	-1%	-23%	218%[activator]	1%&-8%
CCCc1cc(=O)n2[nH]c(-c3cc(OC)c(OC)c(OC)c3)nc2n1	-3	1%	-1	-12%	0%	99%[activator]	2%
CCOC(=O)n1c(=O)n(Cc2c(Cl)cccc2Cl)c2ccccc21	-11	2%	-7	-5%	0%	?	-2%
Cc1cc(S(=O)(=O)N2CCOCC2)ccc1OCC(=O)NCc1ccco1	1	7%	-3	-8%	4%	3%	0%
Cc1ccc(NC(=O)CSc2nccn2C)cc1F	-14	-8%	9	-1%	9%	?	-2%
CCOC(=O)c1c(C)n(C)c2cc(Br)c(C)cc12	3	4%	-2	.	-7%	16%	3%
O=S(=O)(NC1CC1)c1ccc(S(=O)(=O)N2CCN3CCCC3C2)cc1 (centres undefined)	-22	5%	-1	.	1%	.	-37%
COCCSc1ccccc1C(=O)Nc1cc(C)ccn1	-15	0%	9	20%	-4%	80%[activator]	2%
O=C(O)CC(C(=O)NC1CCCCC1)C1CCCO1 (centres undefined)	10	4%	-6	11%	39%[activator]	-12%	-7%
CN1CCc2nc(SCc3ccccc3Br)c(C#N)cc2C1	-14	-2%	-2	?	-11%	13%	-10%
COc1ccc(Nc2ccnc(Nc3ccc(OC)cc3)n2)cc1	72*	0%	37*	?	?	?	-4%
Cc1cc2nc(C3CCN(C(=S)NCC(C)C)CC3)[nH]c2cc1C	-17	-17%	-2	-21%	0%	-16%	-11%
c1ccc(CCCCNCC2COc3ccccc3O2)cc1 (centres undefined)	-10	2%	7	-7%	5%	36%[activator]	-11%
CC(=O)Nc1ccc(S(=O)(=O)NNC(=O)c2ccc([N+](=O)[O-])cc2)cc1	-11	0%	-1	-23%	3%	?	2%
COc1cc2[nH]c(=O)n(CCCC(=O)NCCc3ccccc3)c(=O)c2cc1OC	-12	-1%	-1	?	12%	5.2µM*	-3%
CN1C(=O)C(O)(CC(=O)c2cccnc2)c2ccccc21 (centres undefined)	-3	2%	-4	-8%	1%	?	1%
COc1ccc(C(=O)Nc2cc3c(cc2OC)CCCC3)cc1Br	-2	6%	-3	-11%	-14%	?	-2%
CCCCn1c(C(C)NC(=O)COC)nc2ccccc21 (centres undefined)	2	-3%	-1	1%	-2%	?	4%
Cc1ccc(S(=O)(=O)N2CCCC(C(=O)NCC3CCCO3)C2)cc1 (centres undefined)	-2	-3%	-2	3%	9%	25%	-1%
CCn1cc(C(=O)OCC(=O)Nc2c(C)cccc2C)c(=O)c2ccc(C)nc21	1	0%	2	?	6%	-31%[5.75 µM]	-5%
